Source: PubChem
AID inhibitor – Primary qHTS assay for inhibitors of Activation Induced Cytidine Deaminase (AID): AID signal | AID 1347428, 2020 | AID deamination FRET fluorescence, UDG-coupled, 4 h | Single-stranded DNA cytosine deaminase (Homo sapiens), Q9GZX7 | 91,000 tested, 0.32% active | Potency, µM (highest dose often 115 µM), without a hit: at the highest dose activity change, negative = inhibition, actives largely listed as inhibitors; note: nearly all actives have a fitted effect of over 25% in size
Target sequence (Q9GZX7 whole entry, looked up): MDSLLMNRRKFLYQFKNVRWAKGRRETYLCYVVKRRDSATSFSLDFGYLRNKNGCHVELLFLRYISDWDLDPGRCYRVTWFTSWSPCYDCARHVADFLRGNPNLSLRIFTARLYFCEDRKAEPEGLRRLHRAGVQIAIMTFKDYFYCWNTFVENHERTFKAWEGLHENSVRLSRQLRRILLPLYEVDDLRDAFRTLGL
UDG counterscr – Primary qHTS assay for inhibitors of Activation Induced Cytidine Deaminase (AID): UDG Counterscreen signal | 91,000 tested, 0.14% active | Uracil-DNA glycosylase | Potency, µM (highest dose often 115 µM), for inactives: top-dose activity change, negative = inhibition, usual class: inhibitors | AID 1347430, 2020 | FRET deamination/UDG coupled assay, UDG read, 4 h; note: nearly all actives have a fitted effect of over 65% in size
* marks the source's active call; other numbers are inactive results; ? = inconclusive; & = joins results of further samples; [ ] = remark or other dose. Calls come from the whole dose curve; as a rule, active = well fitted curve in the direction sought with a large enough effect; inconclusive = small, poorly fitted or top-dose-only effect, or another doubt; inactive = no such curve, though single readings can be large; an effect the other way counts as inactive or inconclusive. % is set by controls: 0 for no effect and ±100 for the full control effect; potency is the fitted concentration of half-maximal effect.

SMILES | AID inhibitor | UDG counterscr
CCc1ccccc1NC(=O)c1cn(C)c(=O)c2ccccc12 | 37%[activator] | 2%
O=C(Cn1ncc2c3ccccc3n(Cc3ccc(Cl)cc3)c2c1=O)NCCC1=CCCCC1 | -18% | 1%
O=C(COc1ccccc1)Nc1nc(-c2ccc(S(=O)(=O)N3CCCC3)cc2)cs1 | -9% | 3%
COc1ccc2nc(/C(C#N)=C\c3ccco3)[nH]c2c1 | 42%[activator] | -5%
COc1ccccc1CNc1ccc(-c2nc(-c3ccco3)no2)cc1[N+](=O)[O-] | 13% | -11%
CC(C)C(=O)Nc1ccc(Cl)c(Cl)c1 | 2% | -1%
Cc1ccc(Cl)cc1NC(=O)N1CCC2(CC1)Oc1ccccc1C(=O)N2Cc1ccccc1F | 4% | -14%
O=C(Cn1c(=O)n(Cc2ccc(F)cc2)c(=O)c2ccccc21)Nc1ccc(F)cc1 | -14% | 3%
CC(=O)CC(C)(C)S(=O)(=O)c1cccc2c(S(=O)(=O)C(C)(C)CC(C)=O)cccc12 | 3% | -2%
COc1ccc(NC(=O)Cn2c(=O)cc(C)c3c(C)nn(C)c32)cc1 | 6% | -1%
Cc1cc(C)cc(NC(=O)CN(C)S(=O)(=O)c2ccc3[nH]c4c(c3c2)CCCC4)c1 | 3% | -26%[57.5 µM]
O=S(=O)(c1ccc2c(c1)OCCO2)c1nc(-c2ccco2)oc1N1CCOCC1 | 4% | 2%
CC(C)C(NC(=O)c1ccccc1F)C(=O)NN (centres undefined) | -2% | -2%
CCc1ccccc1NC(=O)c1ccc2nc(CCc3ccccc3)oc2c1 | -5% | 4%
CCOc1ccccc1NC(=O)c1cc2ccc3cccnc3c2[nH]1 | 6% | -3%
CCc1cccc(C)c1-n1nnnc1C1(Nc2ccc3c(c2)OCCO3)CCCC1 | -10% | -2%
Cc1ccc(CNC(=O)CSCc2nc(-c3ccc(Cl)cc3)oc2C)cc1 | -7% | 5%
O=C(N/N=C/Cc1ccccc1)C1CC1 | 10% | 9%
O=C(Cc1cccc(C(F)(F)F)c1)NCCc1ccccn1 | -7% | -9%
CCCCCn1nc(C(=O)Nc2nc(C)c(C(C)=O)s2)c2ccccc2c1=O | -2% | 5%
CCOc1ccc(NC(=O)C#Cc2ccccc2)cc1 | -5% | -3%
CCCCNC(=O)CN1CCN(c2ccc(NC(=O)c3ccc(OC)cc3)cc2C(=O)O)CC1 | 21% | 2%
O=C(CSc1oc(-c2ccc(F)cc2)nc1S(=O)(=O)c1ccccc1)NC1CCCCC1 | -18% | -10%
Cc1cccc(C)c1OCCN | -5% | -4%
COc1ccc(/C=C(\C#N)c2nc(-c3cc4c(ccc5ccccc54)oc3=O)cs2)cc1O | ? | -8%
Going on with the list:
SMILES | AID inhibitor | UDG counterscr
O=C(O)c1cc(-c2ccc(F)cc2)on1 | 13% | 6%
Cc1ccc(Cl)cc1N1CCN(c2ncnc3c2nc2n3CCCC2)CC1 | ? | -2%
CCOC(=O)CN(Cc1ccccc1)C(C(=O)NC1CCCCC1)c1ccc(OC)cc1 (centres undefined) | -12% | -3%
CCCCCCCOc1ccc(-c2ccc(C(=O)O)cc2)cc1 | -1% | 1%
COc1ccc(C2C(C(=O)Nc3ccc(C)cc3C)=C(C)Nc3nc(SC)nn32)cc1OC (centres undefined) | 2% | -11%
Cc1ccc(S(=O)(=O)N(C)C(C)c2cc3ccccc3o2)cc1C (centres undefined) | -16% | -13%
CCOc1ccc(Sc2cc(C(=O)NCCc3ccccc3)c3ccccc3n2)cc1 | -4% | 70%[activator]
COc1cccc(NC(=O)NCc2ccc3c(c2)CCN3C(=O)c2ccccc2)c1 | -27% | ?
COc1ccc(/C=C/C(=O)c2cc3ccccc3o2)cc1OC | -2% | 12%
CC(=O)c1ccc(OCc2ccccc2)cc1O | -4% | 7%
Cc1sc(NC(=O)c2cccs2)c(C#N)c1C | 32%[activator] | 1%
CCc1nc(Cn2cnc3c2c(=O)n(C)c(=O)n3C)cs1 | 5% | -19%
COC(=O)c1ccn(Cc2ccc(Cl)cc2Cl)n1 | -4% | 2%
CCCSC1=NC2(CCN(C(=O)NC3CCCCC3)CC2)N=C1c1ccccc1 | 15%[57.5 µM] | -5%[57.5 µM]
COc1ccc2cc(C(=O)NCc3ccncc3)c(C)nc2c1 | 7% | 6%
Cc1cc(C)cc(NC(=O)CSc2nc3ncccc3[nH]2)c1 | 2% | 3%[57.5 µM]
O=C(Nc1ccc(Cl)c(Cl)c1)C(=O)c1c[nH]c2ccccc12 | 7% | 7%
O=C(COC(=O)c1ccc2ccccc2n1)NCc1ccccc1 | -8% | 23%
CCCCN(Cc1cc2ccccc2[nH]c1=O)S(=O)(=O)c1ccc(Cl)cc1 | -8% | -4%
CSc1ccc(-c2nc3ncccn3c2Nc2ccccc2)cc1 | 2% | 1%
COc1ccc(NC(=O)Cn2cc(C(=O)c3ccccc3)c(=O)c3cc(OC)ccc32)c(OC)c1 | 12% | -2%
COc1cccc(CNS(=O)(=O)c2c(C(=O)N3CCC(C)CC3)c(C)n(C)c2C)c1 | -1% | 0%
Cc1ccc2c(c1)N(C(=O)N1CCC(C(=O)NCc3ccco3)CC1)CC(C)O2 (centres undefined) | 0% | 11%
CCOc1ccc(S(=O)(=O)NCCc2sc3nc(-c4ccc(C)cc4)nn3c2C)cc1 | 17% | -4%
CCC(NC(=O)c1ccc(C)s1)c1ccccc1 (centres undefined) | -1% | -11%

Given field by field: part of the list above
CCOc1ccc(Sc2cc(C(=O)NCCc3ccccc3)c3ccccc3n2)cc1
  AID inhibitor: -4%; UDG counterscr: 70%[activator]
COC(=O)c1ccn(Cc2ccc(Cl)cc2Cl)n1
  AID inhibitor: -4%; UDG counterscr: 2%

An excerpt from above in order of number of heavy atoms, descending.
SMILES | AID inhibitor | UDG counterscr
COc1ccc(NC(=O)Cn2cc(C(=O)c3ccccc3)c(=O)c3cc(OC)ccc32)c(OC)c1 | 12% | -2%
COc1ccc(C2C(C(=O)Nc3ccc(C)cc3C)=C(C)Nc3nc(SC)nn32)cc1OC (centres undefined) | 2% | -11%
CCOC(=O)CN(Cc1ccccc1)C(C(=O)NC1CCCCC1)c1ccc(OC)cc1 (centres undefined) | -12% | -3%
CCOc1ccc(S(=O)(=O)NCCc2sc3nc(-c4ccc(C)cc4)nn3c2C)cc1 | 17% | -4%
COc1cccc(CNS(=O)(=O)c2c(C(=O)N3CCC(C)CC3)c(C)n(C)c2C)c1 | -1% | 0%
CCCSC1=NC2(CCN(C(=O)NC3CCCCC3)CC2)N=C1c1ccccc1 | 15%[57.5 µM] | -5%[57.5 µM]
Cc1ccc(Cl)cc1N1CCN(c2ncnc3c2nc2n3CCCC2)CC1 | ? | -2%
CSc1ccc(-c2nc3ncccn3c2Nc2ccccc2)cc1 | 2% | 1%
COc1ccc2cc(C(=O)NCc3ccncc3)c(C)nc2c1 | 7% | 6%
Cc1cc(C)cc(NC(=O)CSc2nc3ncccc3[nH]2)c1 | 2% | 3%[57.5 µM]
CCc1nc(Cn2cnc3c2c(=O)n(C)c(=O)n3C)cs1 | 5% | -19%
CCC(NC(=O)c1ccc(C)s1)c1ccccc1 (centres undefined) | -1% | -11%
Cc1sc(NC(=O)c2cccs2)c(C#N)c1C | 32%[activator] | 1%
O=C(O)c1cc(-c2ccc(F)cc2)on1 | 13% | 6%

Carrying on:
SMILES | AID inhibitor | UDG counterscr
Cc1cc(C)cc(C(=O)Nc2cc(C(F)(F)F)ccc2N2CCN(c3ccccc3)CC2)c1 | 11% | -2%
Cc1cccc(N(CC(=O)Nc2ccc(Br)cc2)S(C)(=O)=O)c1C | ? | -21%
COc1cccc(CNC(=O)CCc2c(C)c3ccc(O)c(C)c3oc2=O)c1 | ? | 0%
CC(C)C(NC(=O)C1O[C@@H]2OC(C)(C)O[C@@H]2[C@H]2OC(C)(C)O[C@@H]12)C(=O)O (some centres undefined) | -5% | -12%
O=C(Nc1ccc(Cl)c(Cl)c1)c1cc(S(=O)(=O)N2CCN(c3cccc(Cl)c3)CC2)ccc1F | -20% | -11%
O=C(Cn1cc2c(n1)CCCC2)Nc1cc(C(F)(F)F)ccc1Cl | 0% | -2%
CCOc1ccccc1NC(=O)c1nn(C)c2c1CSc1ccccc1-2 | 14% | -8%[57.5 µM]
Cc1ccc(-c2noc(-c3nnn(-c4ccc(Br)cc4F)c3C)n2)cc1 | -13% | -6%
COc1ccccc1/C=C1\Oc2cc(OC(=O)C(C)(C)C)ccc2C1=O | -2% | 5%
CCCCOc1ccc(Cn2c(=O)oc3ccc(C)cc32)cc1 | ? | -3%
Cc1ccc(Nc2c(-c3cccnc3)nc3ccc(C)cn23)cc1 | 12% | -5%
COc1ccc(S(=O)(=O)Nc2cccc(-c3ccc(N4CCCC4)nn3)c2)cc1OC | -9% | 18%
CCCCOc1ccc(NC(=O)c2cccc(OCCC)c2)c2cccnc12 | 2% | 3%
COc1ccc(N2CCN(C(=O)CCc3c(C)nc4cc(-c5cccc(F)c5)nn4c3C)CC2)cc1 | 1% | 3%
O=C(CCC1CCCC1)Nc1nc2ccccc2s1 | -5% | 4%
CCc1nnc(NC(=O)c2nc(SC)ncc2Cl)s1 | 2%&6% | ?
CCCCc1ccc2[nH]c(C(=O)OCC)cc2c1 | -3% | 0%
CC(=O)Nc1ccc(NC(=S)NC(NC(=O)c2ccc(C)cc2)C(Cl)(Cl)Cl)cc1 (centres undefined) | 5% | -3%
Cc1nc(COc2ccccc2C(=O)N2CCC(C)CC2)no1 | 0% | -12%
O=C(NCC(c1cccnc1)N1CCc2ccccc21)c1cccc(C(F)(F)F)c1 (centres undefined) | ? | -11%
CC(C)Cn1nc(C(=O)NN2C(=O)NC(c3ccccc3)(c3ccccc3)C2=O)c2ccccc2c1=O | 1% | -1%
COc1cc(/C=C(\C#N)c2nc3ccccc3[nH]2)ccc1OCC(=O)OC(C)C | -22% | -10%
O=C(COC(=O)c1ccc(Br)c([N+](=O)[O-])c1)c1ccc(Br)cc1 | 3% | -5%
Clc1ccc(/C=N/Nc2c(Cl)cc(Cl)cc2Cl)cc1 | 6% | -7%
COc1ccc(OC)c(NC(=O)C2CCCN2C(=O)C23CC4CC(CC(C4)C2)C3)c1 (centres undefined) | -13% | -4%
Later entries:
SMILES | AID inhibitor | UDG counterscr
O=C(CSc1nc(Cl)nc2nc[nH]c12)Nc1ccc(OC(F)(F)F)cc1 | -6% | -8%
Cc1csc(CNC(=O)c2ccc3nc[nH]c3c2)n1 | 26% | 2%
Cc1ccc(NC(=O)CCCn2c(=O)c3cccn3c3ccccc32)c(C)c1 | -22% | -12%[57.5 µM]
CC(c1nnc(SCCOc2ccc(Cl)cc2)n1-c1ccc(Cl)cc1)N(C)C (centres undefined) | -15% | 4%
Cc1ccc(C)c(S(=O)(=O)c2nnn3c2nc(N2CCCC2)c2sccc23)c1 | ? | -11%
Cc1ccccc1OCc1nnc(SCc2c(Cl)cccc2Cl)n1C | -26% | -9%
Cc1cccc2c1-c1sc(C(=O)Nc3ccccc3C(N)=O)cc1CO2 | -1% | 0%
CC1(C)C(c2ccccc2)=[N+]([O-])C(c2ccc(Cl)cc2Cl)N1O (centres undefined) | -6% | -1%
Cc1ccc(CSCC(=O)N2CCN(c3ccc(F)cc3)CC2)cc1 | -2% | -6%[57.5 µM]
CCOc1ccccc1C(=O)NCC(c1cccs1)S(=O)(=O)c1ccc(F)c(C)c1 (centres undefined) | -6% | 1%
Cc1ccc(N)c(O)c1 | 27% | -27%
NCCOc1ccc2c(c1)CCC2 | -2% | 6%
CN1C2=C(C(=O)CC(C)(C)C2)C(c2ccc(O)cc2)C2=C1CC(C)(C)CC2=O | -5% | -5%
CC(=O)c1cn(CC(=O)NCc2ccncc2)c2ccccc12 | 2% | -3%
CC(C)(CNC(=O)C1CC2CCC1C2)CNC(=O)C1CC2CCC1C2 (centres undefined) | 9% | 12%
CCOC(=O)c1ccc(NC(=O)CSc2ncnc3c(-c4ccccc4)c[nH]c23)cc1 | 51%[activator] | 6%
Fc1ccccc1COc1ccc(Cl)cc1CNn1cnnc1 | 1% | -5%
Cc1c(Cl)cccc1NC(=O)CCCn1nc(C)c2sc3ccccc3c2c1=O | 9% | 0%
Cn1cc(S(=O)(=O)N2CCCCCC2)cc1C(=O)NCc1ccc(F)cc1 | -29% | -11%
CCOc1ccc(OCC(O)CN2CCN(c3ccc(C(F)(F)F)cn3)CC2)cc1 (centres undefined) | 1% | -6%
O=C(NCc1cccs1)c1ccc2c(c1)N(Cc1ccccc1)C(=O)CS2=O (centres undefined) | -5% | -3%
CCOc1ccc(C(=O)N2CCCCC2CCN2CCOCC2)cc1 (centres undefined) | 3% | 5%
COc1cccc(CNC(=O)C2CCN(S(=O)(=O)N3CCC(C)CC3)CC2)c1 | 7% | -3%
O=S(=O)(c1ccc(F)cc1)N(Cc1nc(-c2ccccc2)no1)c1ccccc1 | 6% | 1%
Cc1c(C(=O)Nc2ccc(-c3nc4cc(Cl)ccc4o3)cc2)oc2ccccc12 | 3% | -4%
O=C(NCCS(=O)(=O)N1CCN(c2ccc(F)cc2)CC1)C(c1ccccc1)c1ccccc1 | 10% | -3%
O=C(/C=C/c1ccc(Cl)cc1Cl)c1ccc(O)cc1 | -8% | -4%
N#Cc1c[nH]n2c(NC3CCCC3)c(-c3cccc(Br)c3)nc12 | -7% | -3%
O=C(COC(=O)c1cc(=O)c2ccccc2o1)NC1CC1 | 5% | 9%
CCC(CC)C(=O)Nc1nnc(S(=O)(=O)N2CCCCCC2)s1 | 18% | 2%

An excerpt; rates above refer to the full screens.
